# Screening data from PubChem.
# M1 ag parental: counter-screen for M1 agonists: effect in parental CHO-K1 cells; 360,000 compounds, 0.48% hits; Fluo-8 calcium fluorescence; scaled to maximal ATP response, vehicle zero; AID 602248, 2012; activation, % at 3 µM; in the data active = activation above about 15%;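 also: untransfected CHO-K1 host cells lacking M1 receptor as counterscreen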
# M1 ag: human M1 muscarinic receptor agonists, primary screen, Fluo-8 calcium fluorescence, CHO-K1 cells, HTS. Muscarinic acetylcholine receptor M1 (Homo sapiens), P11229. CHO-K1 hM1, agonist mode; 0% DMSO, 100% acetylcholine EC100. activation, % at 3 µM. 360,000 compounds, 0.33% hits;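 active = activation above the run's mean compound activation plus 3 SD, cut at about 16% in these data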;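 also: peak over basal fluorescence ratio within a 140 s kinetic read after compound addition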
# CHO-K1 Ca antag: nonselective inhibitor or artifact in parental CHO-K1 cells; ATP-induced calcium, Fluo-8 fluorescence; inhibition, % at 3 µM; 360,000 compounds, 0.6% hits;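 active = inhibition above a per-plate cutoff, the plate's mean sample inhibition plus 3 SD, cut at about 24% in these data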;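 also: 0% = DMSO plus EC80 ATP and 100% = DMSO alone without ATP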
# TAAR1 agonist: human TAAR1 agonists, primary screen, Fluo-8 calcium fluorescence, CHO RD-HGA16 cells. Trace amine-associated receptor 1 (Homo sapiens), Q96RJ0. vehicle wells 0%, saturating PEA agonist 100%. activation, % at 3 µM. 360,000 compounds, 0.99% hits;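 active = activation above the mean activation of all test compounds in the run plus 3 SD, cut at about 38% in these data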
# Target sequence (Q96RJ0 whole entry, looked up): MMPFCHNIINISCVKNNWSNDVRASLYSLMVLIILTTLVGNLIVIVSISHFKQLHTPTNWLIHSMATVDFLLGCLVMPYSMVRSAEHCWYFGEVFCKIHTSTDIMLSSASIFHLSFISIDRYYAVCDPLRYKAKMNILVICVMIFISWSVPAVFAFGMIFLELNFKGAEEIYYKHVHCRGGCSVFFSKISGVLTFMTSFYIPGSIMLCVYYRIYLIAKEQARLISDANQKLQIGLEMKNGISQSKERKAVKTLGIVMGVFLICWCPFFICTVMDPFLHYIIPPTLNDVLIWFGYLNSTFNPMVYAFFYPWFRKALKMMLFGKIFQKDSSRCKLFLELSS
#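 Repeats: no replicates (n 1) | Material: CHO-derived RD-HGA16 cells with stable Gα16 and human TAAR1 | Technique: Kinetic Fluo-8 calcium fluorescence | Schedule: 17-24 h seeding, 75 min 37 °C dye, 30 min RT | Evaluation: % activation from peak over basal fluorescence ratio, DMSO-to-PEA scaled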
# CHO parental Ca: ATP-evoked calcium signal inhibitors, parental CHO, primary screen, counter-screen for OX1R antagonist project, cell-based, fluorescence, Fluo-8 calcium dye. parental CHO-K1, ATP-induced calcium, Fluo-8 fluorescence. inhibition, % at 5.6 µM. 330,000 compounds, 0.63% hits. AID 463079, 2010;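 active = inhibition above that plate's mean sample inhibition plus 3 SD, cut at about 26% in these data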;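 also: 0% = ATP-challenged DMSO wells and 100% = DMSO wells without ATP; some compounds past the cut are filed as inactive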
#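 Material – parental CHO cells · Reagent – ATP stimulus · Compound – single nominal dose of 5.6 µM per compound · Detection – Fluo-8 fluorescence · Read-out basis – percent inhibition of calcium signal · Controls – ATP-challenged DMSO wells low, unchallenged DMSO wells high · Repeats – no replicates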
# TAAR1 antagonist: human TAAR1 antagonists, primary screen, Fluo-8 calcium fluorescence, CHO RD-HGA16 cells; Trace amine-associated receptor 1 (Homo sapiens), Q96RJ0; antagonist; inhibition, % at 3 µM; 360,000 compounds, 1.5% hits; AID 624466, 2012;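 active = inhibition above a per-plate cutoff, the mean inhibition of test compounds on that plate plus 3 SD, cut at about 49% in these data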;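 also: 0% = DMSO plus EC80 beta-PEA response and 100% = DMSO alone without agonist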
#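 Test system – hTAAR1-expressing CHO RD-HGA16 cells, Gα16-coupled · Reagent – β-PEA at EC80 concentration, post-compound challenge · Compound dosing – 3 µM, single point · Timing – 140 s kinetic read after compound, 140 s after agonist · Detection – Fluo-8 intracellular calcium dye fluorescence, real-time kinetic reads · Control set – DMSO and EC80 PEA controls · Repeats – n of 1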
# CHO-K1 Ca PAM: nonselective calcium activators in parental CHO-K1 cells, primary screen, counter-screen for M1 PAM project, cell-based, Fluo-8 calcium fluorescence, full deck, 1536-well; activation, % at 3 µM; ATP EC20; 0% at ATP EC20, 100% at ATP max; 360,000 compounds, 0.02% hits;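 active = activation above the run cutoff, the mean activation of all test compounds plus 3 SD, cut at about 40% in these data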;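 also: peak over basal fluorescence ratio in a 140 s read after ATP addition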
# OXTR potentiate: human OXTR potentiators, primary screen, fluorescence, CHO-OTR cells, Fluo-8 calcium; AID 2445, 2010; Fluo-8 calcium fluorescence, potentiator mode; 0% = oxytocin EC15, 100% = EC100; activation, % at 3 µM; 320,000 compounds, 0.061% hits;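 active = activation above that plate's cutoff, the mean activation of tested compounds plus 3 SD, cut at about 6.6% in these data, passing the limit was not always enough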;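 also: 100% uses oxytocin at 75 nM as the full agonist control; some results filed as inactive read as strong as hits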
# Target sequence (P30559 whole entry, looked up): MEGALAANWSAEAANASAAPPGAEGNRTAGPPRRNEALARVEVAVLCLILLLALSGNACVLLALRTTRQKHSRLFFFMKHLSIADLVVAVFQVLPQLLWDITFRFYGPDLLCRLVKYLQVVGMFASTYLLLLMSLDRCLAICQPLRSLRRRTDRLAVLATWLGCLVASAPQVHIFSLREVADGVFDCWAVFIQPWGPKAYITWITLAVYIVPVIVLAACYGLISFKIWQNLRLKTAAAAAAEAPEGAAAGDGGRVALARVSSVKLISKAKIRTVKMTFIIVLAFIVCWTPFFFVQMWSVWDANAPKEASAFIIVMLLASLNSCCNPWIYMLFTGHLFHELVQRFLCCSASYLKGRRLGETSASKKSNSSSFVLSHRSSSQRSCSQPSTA
#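 Material: CHO-OTR cells, human receptor; compound dosing: single dose, 3.0 µM nominal final compound concentration; schedule: 6 min compound pre-incubation at room temperature, 100 s kinetic read; measured by: kinetic Fluo-8 calcium fluorescence; read-out basis: % activation vs EC15 and EC100 oxytocin; controls: EC15 oxytocin alone as 0%, 75 nM oxytocin as 100%; replicates: singlicate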
# M1 antag: human M1 muscarinic receptor antagonists, primary screen, CHO-K1 cells, Fluo-8 calcium fluorescence, 1536-well; CHO-K1 hM1, ACh EC80 antagonist; inhibition, % at 3 µM; AID 588852, 2011; 360,000 compounds, 1.3% hits;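 active = percent inhibition above its own plate's cutoff, namely the mean of that plate's compound wells plus 3 SD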;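 also: peak over basal fluorescence ratio during 140 s after agonist addition; 0% = ACh EC80 plus DMSO and 100% = DMSO alone without agonist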
# Numbers without * were called inactive; nt = not tested or not shown.
# Preview, 11 compounds:
SMILES,M1 ag parental,M1 ag,CHO-K1 Ca antag,TAAR1 agonist,CHO parental Ca,TAAR1 antagonist,CHO-K1 Ca PAM,OXTR potentiate,M1 antag
CCc1ccc2nc(Nc3ccc(OC)cc3OC)c(C#N)cc2c1,0.2,-5,3,-2,-8,-11,10,-17,-2
OC1(c2ccc(Cl)cc2)CCN(Cc2nc(-c3cnccn3)no2)CC1,1.6,-6,-7,1,-7,-14,-13,-6,-6
COc1cccc(C#CC2=CC(=O)C[C@H](c3ccc(F)cc3)C2)c1,0.8,-7,-10,0,nt,11,7,nt,-4
CCc1ccc(/C(C)=N/Nc2cc(Cl)nc(C)n2)cc1,0.0,-8,-14,0,-21,-3,19,-2,-9
O=c1c2ccccc2nc2n1CCS2(=O)=O,0.5,-3,-10,9,-10,-16,9,2,-19
COc1ccc(NC(=O)c2cccc(NC(=O)c3ccccc3)c2)cc1,1.9,4,6,6,-19,23,-7,-16,-5
Cc1cc(C)c(-n2nnnc2SCC(=O)c2cccs2)c(C)c1,0.7,-1,5,0,-11,11,-8,-17,-13
Cc1ccc(OCCCCN2CCC(C)CC2)c(Br)c1,2.5,-10,-9,2,-8,-28,28,-14,10
Cc1ccc2nc(-c3cccnc3)c(NC3CCCC3)n2c1,3.4,-6,-12,10,-16,3,29,-14,5
Cc1ccc(S(=O)(=O)Cc2cc(F)c([N+](=O)[O-])cc2[N+](=O)[O-])cc1,-0.1,-5,-3,nt,57*,nt,10,-7,-9
Cc1cc(CNC(=O)c2ccc3c(c2)OCO3)c2ccccc2n1,3.3,-2,-8,2,-12,-11,17,-8,-4

# The list itself, from the first entry:
SMILES,M1 ag parental,M1 ag,CHO-K1 Ca antag,TAAR1 agonist,CHO parental Ca,TAAR1 antagonist,CHO-K1 Ca PAM,OXTR potentiate,M1 antag
CCc1ccc2nc(Nc3ccc(OC)cc3OC)c(C#N)cc2c1,0.2,-5,3,-2,-8,-11,10,-17,-2
OC1(c2ccc(Cl)cc2)CCN(Cc2nc(-c3cnccn3)no2)CC1,1.6,-6,-7,1,-7,-14,-13,-6,-6
COc1cccc(C#CC2=CC(=O)C[C@H](c3ccc(F)cc3)C2)c1,0.8,-7,-10,0,nt,11,7,nt,-4
CCc1ccc(/C(C)=N/Nc2cc(Cl)nc(C)n2)cc1,0.0,-8,-14,0,-21,-3,19,-2,-9
O=c1c2ccccc2nc2n1CCS2(=O)=O,0.5,-3,-10,9,-10,-16,9,2,-19
COc1ccc(NC(=O)c2cccc(NC(=O)c3ccccc3)c2)cc1,1.9,4,6,6,-19,23,-7,-16,-5
Cc1cc(C)c(-n2nnnc2SCC(=O)c2cccs2)c(C)c1,0.7,-1,5,0,-11,11,-8,-17,-13
Cc1ccc(OCCCCN2CCC(C)CC2)c(Br)c1,2.5,-10,-9,2,-8,-28,28,-14,10
Cc1ccc2nc(-c3cccnc3)c(NC3CCCC3)n2c1,3.4,-6,-12,10,-16,3,29,-14,5
Cc1ccc(S(=O)(=O)Cc2cc(F)c([N+](=O)[O-])cc2[N+](=O)[O-])cc1,-0.1,-5,-3,nt,57*,nt,10,-7,-9
Cc1cc(CNC(=O)c2ccc3c(c2)OCO3)c2ccccc2n1,3.3,-2,-8,2,-12,-11,17,-8,-4
CC1(C)CC(=O)C2=C(C1)OC(c1ccncc1)C(C#N)=C2N (stereo not drawn),0.1,-2,-6,5,-1,-24,4,-12,-12
COc1ccc(NC(=O)c2ccc(S(=O)(=O)N3CCOCC3)cc2)c(OC)c1,0.5,-5,-7,9,-1,15,11,-2,-7
COc1ccc(C(=O)COc2ncnc3cc(Cl)ccc23)cc1,5.4,-2,-13,0,-14,-1,7,1,6
O=C(Nc1ccccc1)C1Cc2c(-c3ccc4c(c3)OCO4)ccnc2O1 (stereo not drawn),2.9,-2,-16,-1,nt,6,19,nt,-7
O=C1CCc2cc(S(=O)(=O)N3CCCCC3)cc3c2N1CCC3,0.8,8,-5,0,1,-15,16,-4,1
N#C/C(C(=O)N1CCOCC1)=c1/s/c(=C\c2ccccn2)c(=O)n1-c1ccccc1,0.2,-2,-6,3,-2,-15,-3,-2,7
CC(Oc1cc2oc(=O)c3c(c2cc1Cl)CCCC3)C(=O)NCC1CCC(C(=O)O)CC1 (stereo not drawn),0.2,-3,-4,0,-17,-19,-2,-1,4
C/C(=N/NC(=O)CNC(=O)/C=C/c1ccco1)c1ccc(Cl)cc1,-1.1,-4,-12,2,1,-29,-4,-4,-4
CCN(CC)CCCNC(=O)C1c2cc(OC)c(OC)cc2C(=O)N(C)C1c1cccs1 (stereo not drawn),0.9,-4,-25,1,-2,-5,27,0,-10

# 3 entries already listed, arranged by their value in TAAR1 antagonist, high to low.
Structure	TAAR1 antagonist
COc1ccc(NC(=O)c2cccc(NC(=O)c3ccccc3)c2)cc1	23
CCN(CC)CCCNC(=O)C1c2cc(OC)c(OC)cc2C(=O)N(C)C1c1cccs1 (stereo not drawn)	-5
OC1(c2ccc(Cl)cc2)CCN(Cc2nc(-c3cnccn3)no2)CC1	-14

# Other entries follow.
SMILES,M1 ag parental,M1 ag,CHO-K1 Ca antag,TAAR1 agonist,CHO parental Ca,TAAR1 antagonist,CHO-K1 Ca PAM,OXTR potentiate,M1 antag
CC[C@]12C(=O)N(C)C[C@H]([C@@H]3C(=O)N(Cc4ccccc4)C(=O)[C@@H]31)N2C(=O)c1ccccc1,-0.2,-3,5,5,nt,14,-9,nt,1
CC(=O)Oc1ccc2c(=O)oc(-c3ccccc3)nc2c1,0.0,-1,-10,8,-13,-8,3,5,-21
CCCCOc1ccc(C(=O)CCN2CCCCC2)cc1,0.9,-5,-4,5,0,23,16,-4,-23
COC(=O)CSc1ccc(S(=O)(=O)N2CCOCC2)cc1[N+](=O)[O-],-0.1,-5,4,6,-6,-2,23,-1,-12
COc1cccc(-c2nc(CS(=O)CC(=O)NCc3ccccc3Cl)c(C)o2)c1 (stereo not drawn),0.6,-5,-6,1,-13,-34,25,-4,-7
O=C(O)COc1ccc2c(-c3ccccc3)cc(=O)oc2c1,0.7,-3,-8,-1,15,8,16,2,-9
COc1ncnc2c1cnn2-c1ccccc1,0.1,-3,-1,4,7,-1,8,-15,-4
c1ccc(-c2ccc(-c3[nH]ncc3CN3CCC(N4CCSCC4)CC3)cc2)cc1,-0.1,-5,3,12,-14,-19,-12,-8,2
Cc1ccc(NC(=O)CN(C)C(=O)CSc2nnc(C(F)(F)F)n2C)cc1,0.2,-2,-2,-1,-7,1,3,-8,1
COc1ccc(S(=O)(=O)NCCSCc2cccs2)cc1,0.0,-2,16,13,3,1,-4,0,5
O=C(c1cc(F)ccc1F)C1CCCN(C(=O)CCN2CCCCO2)C1 (stereo not drawn),0.3,-7,-10,5,6,8,14,-8,-8
CCOC(=O)c1cnc(-n2nc(C)cc2C)nc1-n1nc(C)cc1C,0.8,-2,4,3,-15,7,-13,0,-2
O=C(NCC(=O)N(CC1CCCO1)C(C(=O)NC1CCCC1)c1cccnc1)c1ccco1 (stereo not drawn),-0.2,-1,10,7,-14,7,-6,-9,10
CC(C)c1ccc(NC(=O)C(=O)C2C(=O)Nc3ccccc32)cc1 (stereo not drawn),0.4,-3,-19,1,-4,3,20,-3,5
CC1(C)CC(=O)C(C=NCCN2CCN(C(=S)Nc3ccc(F)cc3)CC2)=C(O)C1,0.8,-6,-5,8,-15,2,27,-3,-5
O=C(c1cccc(N2CCCC2=O)c1)N1CCOCC1,0.0,-1,4,5,7,-9,-13,-17,1
CCOc1ccc2oc(C(=O)N(Cc3nnc(-c4ccccc4Cl)o3)C3CC3)c(C)c2c1,1.9,-7,-18,0,-21,18,23,-1,-8
COc1ccc(/C=N/NC(=O)Cc2cccs2)cc1,0.6,-1,8,7,1,-5,-10,-6,-8
O=C1NC(NS(=O)(=O)c2ccccc2)(C(F)(F)F)C(=O)N1Cc1ccccc1 (stereo not drawn),0.8,-6,-18,0,-3,1,23,-1,-3
CCOC(=O)N1CCN(C(=O)CN(Cc2ccccc2)S(=O)(=O)c2ccc(OC)c(C)c2)CC1,0.5,-2,-9,14,-26,1,10,-9,-1
CCN(CC)Cc1cc(O)c(CN(CC)CC)cc1O,0.3,-2,-13,4,nt,-6,-1,nt,9
O=C(O)CCc1nn2c3ccccc3n(Cc3ccccc3)c2nc1=O,-0.5,-3,8,-1,-5,-1,0,-8,-3
CC(C)(CNc1ccc([N+](=O)[O-])cc1Cl)CNS(C)(=O)=O,0.6,-2,6,5,-11,7,-3,-4,14
Cc1cc(=O)n(CC(C)O)c(O)c1C#N (stereo not drawn),1.4,-4,-6,3,-16,-13,25,3,-5
Cn1c(C(=O)OC(C(=O)NC2CCCC2)c2cccnc2)cc2sccc21 (stereo not drawn),2.4,-6,-3,5,-19,11,12,-3,8
O=C(O)c1cccc(N2C(=O)c3cc([N+](=O)[O-])cc4cc([N+](=O)[O-])cc(c34)C2=O)c1,-0.4,-2,1,0,-4,-16,14,1,-14
COC(=O)[C@H](Cc1c[nH]c2ccccc12)NC(=O)NCc1ccccc1,2.9,1,-11,1,-1,-12,16,-14,-21
c1ccc(Cc2c(-c3ccco3)nc3c4ccccc4ccn23)cc1,0.2,-3,-13,5,nt,-19,16,nt,-26
Cc1ccc(S(=O)(=O)N2CCCOC2CNC(=O)C(=O)NC2CCCC2)cc1 (stereo not drawn),1.9,-1,-9,1,-16,-7,16,-4,-4
C=CCCN(C(CC(C)C)C(=O)OC)S(=O)(=O)c1cc(Br)ccc1Br (stereo not drawn),-0.1,-8,-23,10,-24,29,9,-6,-2
O=c1[nH]c2ccc(NC(=S)NCc3ccccc3)cc2[nH]1,0.4,-1,-7,-1,-4,-14,17,-2,-15
COc1ccc(CNC(=O)CN(C(=O)c2csnn2)c2cccc(F)c2)cc1,1.1,-4,-15,1,-4,-4,18,-6,-8
COC(=O)c1ccc(NC(=O)C2CCN(S(C)(=O)=O)CC2)cc1,0.2,0,-26,1,-7,3,25,-5,0
